Screens: PubChem BioAssay, several laboratories
SKN-1 block = inhibitors of C. elegans SKN-1; C. elegans VP596 Pgst-4::GFP/RFP ratio, acrylamide-induced, 24 h; inhibition, % at 21.8 µM; 360,000 tested, 0.49% active; AID 624304;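 active = interference check ratio from 0.5 to 1.5 plus GFP to RFP signal ratio inhibition reaching or exceeding a fixed threshold, cut at about 30% in these data, passing the limit was not always enough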; note: some compounds called inactive have numbers as strong as hits
FAS-TE inh = FAS thioesterase (human) inhibition | inhibition, % at 15 µM | AID 602261 | 360,000 tested, 0.67% active | recombinant FAS-TE, OMFH fluorogenic substrate, fluorescence endpoint | P49327;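 active = compounds whose normalised, plate-corrected inhibition of enzyme fluorescence in the single-dose primary screen is 50% or more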;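 note: 0% = DMSO with enzyme and 100% = substrate without enzyme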
PABP1 MLLE inh = blocks PAM2 peptide binding to the PABP1 MLLE domain; P11940; GST-MLLE / FITC-PAM2 fluorescence polarization; inhibition, % at 20 µM; 360,000 tested, 0.36% active; in the data active = inhibition above about 35%, passing the limit was not always enough;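 note: plate controls were DMSO wells with GST-MLLE for no effect and wells lacking GST-MLLE protein for full effect; some results filed as inactive read as strong as hits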
E coli Lon inh = inhibitors of E. coli Lon protease; P0A9M0; purified E. coli Lon protease, fluorescence polarization; inhibition, % at 7.94 µM; 360,000 tested, 0.42% active; AID 602123; in the data active = inhibition above about 13%, passing the limit was not always enough;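 note: 0% = enzyme with probe and DMSO and 100% = no enzyme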
Tb MetRS inh = Trypanosoma brucei MetRS inhibition | purified T. brucei MetRS, ATP depletion, Kinase-Glo luminescence | inhibition, % at 11.9 µM | 360,000 tested, 0.4% active | AID 624268;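 active = inhibition above a per-plate cutoff of the control wells' mean inhibition plus 3 SD, cut at about 5.5% in these data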;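 note: 0% = DMSO wells median and 100% = median of wells with control inhibitor compound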
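Material – parasite MetRS enzyme · Medium – HEPES-MgCl2-KCl buffer plus DTT, spermine, BSA, pyrophosphatase · Reagent – ATP, methionine and E. coli bulk tRNA substrates · Times – 15 min enzyme-compound preincubation, 2 h reaction, 10 min detection, 25 °C · Measured by – luminescence of leftover ATP · Evaluation – percent inhibition relative to median high and low control wells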
MsrA inh = inhibits bovine methionine sulfoxide reductase A. purified bovine MsrA, absorbance read-out. 360,000 tested, 0.75% active. inhibition, % at 15.5 µM; in the data active = inhibition above about 4.5%;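 note: 0% = vehicle wells with enzyme and 100% = reference inhibitor wells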
MT1-MMP act inh = MT1-MMP (human) activation inhibition. 360,000 tested, 0.061% active. P50281. HT1080 RFP-PRO-GFP cells, GFP/RFP ratio fluorescence, overnight; percent of plate control window, DMSO zero. GFP/RFP ratio change, % at 20 µM;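 active = GFP/RFP ratio change of at least 30% with cell ATP level not reduced by more than half and red fluorescence within 50% of control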; note: strong numbers were not always called active
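Test system: HT1080 RFP-PRO-GFP cells; Benchmarks: DMSO and RFP-L50D-GFP cell wells; Timing: cells overnight before dosing, compound overnight, 37 °C, 5% CO2; Compound: one 20 µM compound dose with 1% DMSO; Read-out: GFP/RFP fluorescence ratio.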
MsrA act = activates bovine MsrA enzyme; AID 602163; purified bovine MsrA, absorbance read-out; 360,000 tested, 0.3% active; activation, % at 10.6 µM; in the data active = activation above about 7.5%;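 note: 0% = vehicle and 100% = reference activator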
NRP1-CendR mod = modulators of CendR peptide binding to human neuropilin-1; 360,000 tested, 0.85% active; inhibition, % at 25 µM; FAM-RPARPAR peptide binding to NRP-1, fluorescence polarization; O14786;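 active = inhibition or corrected inhibition above about 18%, plus a signal ratio from 0.5 to 1.5, limit read from the data, passing the limit was not always enough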; note: strong numbers were not always called active
Target sequence (O14786 whole entry, looked up): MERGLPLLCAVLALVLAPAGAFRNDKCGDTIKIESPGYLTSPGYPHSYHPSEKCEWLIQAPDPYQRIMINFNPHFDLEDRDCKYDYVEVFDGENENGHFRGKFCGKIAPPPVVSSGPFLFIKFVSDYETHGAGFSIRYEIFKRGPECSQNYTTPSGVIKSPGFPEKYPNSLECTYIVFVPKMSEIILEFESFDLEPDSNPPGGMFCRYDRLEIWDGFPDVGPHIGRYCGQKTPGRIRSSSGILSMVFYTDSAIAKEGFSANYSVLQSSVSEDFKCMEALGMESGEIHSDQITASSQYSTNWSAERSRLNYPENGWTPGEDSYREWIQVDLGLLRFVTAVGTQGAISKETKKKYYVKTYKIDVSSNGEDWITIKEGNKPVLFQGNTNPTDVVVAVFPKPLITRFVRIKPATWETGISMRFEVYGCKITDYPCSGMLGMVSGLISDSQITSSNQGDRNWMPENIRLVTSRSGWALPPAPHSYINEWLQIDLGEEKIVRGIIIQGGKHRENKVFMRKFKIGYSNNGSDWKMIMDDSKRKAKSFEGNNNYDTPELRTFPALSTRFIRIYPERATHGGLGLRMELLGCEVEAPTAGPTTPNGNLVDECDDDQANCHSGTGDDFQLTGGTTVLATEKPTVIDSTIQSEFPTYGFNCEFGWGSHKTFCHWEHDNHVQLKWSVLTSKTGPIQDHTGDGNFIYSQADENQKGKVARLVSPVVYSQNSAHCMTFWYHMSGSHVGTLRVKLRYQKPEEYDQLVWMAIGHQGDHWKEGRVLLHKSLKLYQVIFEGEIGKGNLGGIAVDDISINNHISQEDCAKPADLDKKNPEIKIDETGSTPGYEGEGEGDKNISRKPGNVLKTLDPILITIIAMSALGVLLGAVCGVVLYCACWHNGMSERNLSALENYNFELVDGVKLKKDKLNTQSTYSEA
* = called active by the depositor; · = not tested or not shown.

Results follow in this order: SKN-1 block	FAS-TE inh	PABP1 MLLE inh	E coli Lon inh	Tb MetRS inh	MsrA inh	MT1-MMP act inh	MsrA act	NRP1-CendR mod
- COC(=O)Nc1ccc(S(=O)(=O)N2CCCC(C(=O)N3CC(C)OC(C)C3)C2)cc1 (stereo unspecified)
→ -4	-7	-11	-6	-0.4	-1.1	-1	-3	9
- CCOC(=O)c1[nH]c2ccc(Br)cc2c1NC(=O)CCN1CCN(C(=O)OCC)CC1
→ 6	1	-33	1	0.5	0.2	0	-3	-5
- CCOc1ccc(CCNC(=O)Cc2ccc(S(=O)(=O)N3CCOCC3)s2)cc1OCC
→ 9	-2	-25	-12	-0.2	0.3	3	4	-12
- NCCc1nnc(SCc2ccc(F)cc2)o1
→ 1	-10	7	-3	-0.9	-1.2	0	-4	7
- CCC1C(=O)Nc2nc(-c3ccccc3)c(-c3ccccc3)n2N=C1C (stereo unspecified)
→ 8	1	-6	-13	-1.1	-0.3	-2	-2	3
- CC1(C(=O)Nc2ccccc2)CCN1C(=O)C1(c2ccc(Cl)cc2)CC1 (stereo unspecified)
→ -14	20	19	5	-0.2	-0.4	-2	-1	0
- CCN(CC(=O)NC1CCS(=O)(=O)C1)C(=O)c1ccc(S(=O)(=O)N(CC)CC)cc1 (stereo unspecified)
→ -2	-9	7	-4	-0.5	-0.3	2	-5	12
- CC(C)c1ccc(-c2nnn(CC(=O)N3CCCCC3)n2)cc1
→ 14	2	-12	-1	0.2	-2.0	0	-1	0
- COc1ccc(C(=O)c2cn[nH]c2-c2cc(C)ccc2O)cc1
→ -3	-53	6	3	-1.4	0.8	5	-3	10
- C=C[C@]1(C)C=C2C(=O)[C@@]3(O)OC(=O)[C@@]4(CCCC(C)(C)[C@H]34)[C@@]2(O)CC1
→ 14	-6	5	11	-1.2	0.8	-9	-12	6

Later entries.
Results follow in this order: SKN-1 block	FAS-TE inh	PABP1 MLLE inh	E coli Lon inh	Tb MetRS inh	MsrA inh	MT1-MMP act inh	MsrA act	NRP1-CendR mod
- C=CCNc1nc(-c2ccccn2)nnc1-c1ccccc1
→ 17	-9	-4	-4	-0.9	0.3	3	-2	4
- COC(C(=O)Nc1ccnn1C1CCN(Cc2ccccn2)CC1)c1ccccc1 (stereo unspecified)
→ -4	-4	3	-9	-0.5	-0.6	1	-6	-6
- COc1ccc(C2C(C(=O)c3ccccc3)N3c4ccccc4C=CC3C2[N+](=O)[O-])cc1 (stereo unspecified)
→ -6	-96	44	-200	1.1	0.5	-111	-3	131
- Cc1ccc(C)c(N2CCN(C(=O)c3cccn4c(=O)c5sccc5nc34)CC2)c1
→ -4	10	4	-3	0.5	2.8	-5	-2	0
- CCN1C/C(=C/c2ccc(OC)c(O)c2)C(=O)/C(=C/c2ccc(OC)c(O)c2)C1
→ 2	-6	9	1	-0.6	0.1	6	-8	-5
- COc1cccc(N(C(=O)c2ccco2)C(C(=O)NC2CCCC2)c2cccnc2)c1 (stereo unspecified)
→ -9	-7	5	3	-0.5	0.8	6	-2	6
- O=C(COC(=O)C1CCN(S(=O)(=O)c2cccs2)CC1)Nc1ccccc1
→ 4	0	-2	5	0.3	-0.9	0	-2	16
- CC1(C)NC(=O)N(CCC(=O)Nc2ccc(C(C)(C)C)cc2)C1=O
→ -21	-7	-7	-3	0.1	-0.4	-4	-1	1
- Cc1cc(C#N)c2ccccc2n1
→ 7	-4	4	6	-0.2	0.7	-4	1	0
- O=C(NCCCN1CCOCC1)c1cccc(S(=O)(=O)N2CCc3ccccc3C2)c1
→ -19	-3	-5	-11	-1.0	-0.8	-1	-11	8

Later entries:
Results follow in this order: SKN-1 block	FAS-TE inh	PABP1 MLLE inh	E coli Lon inh	Tb MetRS inh	MsrA inh	MT1-MMP act inh	MsrA act	NRP1-CendR mod
- CCN(CC)C(=O)COC(=O)c1ccc(C)c(NC(=O)c2ccco2)c1
→ 13	-4	6	-4	-0.8	-0.6	2	-3	-3
- COc1c(Cl)cc(-c2noc(C)c2C(=O)NCc2ccc3c(c2)OCO3)cc1Cl
→ 6	34	3	-1	-0.2	-0.2	-1	-1	-2
- C[C@@H]1CN([C@H](C)CO)C(=O)c2cc(Br)cnc2O[C@H]1CN(C)C(=O)Cc1ccncc1
→ 9	-5	11	-4	-1.0	0.3	0	-3	-3
- Cc1ccc(C(=O)CCC(=O)Nc2ccccc2F)cc1
→ 26	-3	4	-4	-0.3	-0.8	-3	-3	1
- COc1cccc(/C=N/n2c(-c3ccco3)nc3ccccc3c2=O)c1
→ -5	8	8	2	-1.0	2.4	1	-1	1
- Cc1ccc(-c2nn(CCC(N)=O)c(=O)c3ccccc23)cc1
→ 3	-4	-2	2	-0.6	·	-3	-3	-4
- CCNC(=O)CN(Cc1ccccc1)S(=O)(=O)c1ccccc1
→ 1	-8	9	-2	-0.5	-0.7	4	-4	3
- CN(C)S(=O)(=O)c1ccc(C(=O)NCC2CC2(Cl)Cl)cc1 (stereo unspecified)
→ 7	-2	7	-3	-0.7	-1.5	-1	-1	-3
- CC(C)(C)N(Cc1ccccc1)C(=O)COC(=O)[C@@H]1CCCN1C(=O)c1cccs1
→ 19	-3	-10	-1	-0.5	-0.7	0	-4	0
- CCc1ccc(NC(=O)c2n[nH]c(=O)c3ccccc23)cc1
→ -3	-3	7	7	-0.1	0.2	-3	-1	-10

Record cards, as listed above:
Profile of CCN(CC(=O)NC1CCS(=O)(=O)C1)C(=O)c1ccc(S(=O)(=O)N(CC)CC)cc1 (stereo unspecified) → SKN-1 block = -2; FAS-TE inh = -9; PABP1 MLLE inh = 7; E coli Lon inh = -4; Tb MetRS inh = -0.5; MsrA inh = -0.3; MT1-MMP act inh = 2; MsrA act = -5; NRP1-CendR mod = 12
Profile of CC1(C(=O)Nc2ccccc2)CCN1C(=O)C1(c2ccc(Cl)cc2)CC1 (stereo unspecified) → SKN-1 block = -14; FAS-TE inh = 20; PABP1 MLLE inh = 19; E coli Lon inh = 5; Tb MetRS inh = -0.2; MsrA inh = -0.4; MT1-MMP act inh = -2; MsrA act = -1; NRP1-CendR mod = 0

Carrying on:
Results follow in this order: SKN-1 block	FAS-TE inh	PABP1 MLLE inh	E coli Lon inh	Tb MetRS inh	MsrA inh	MT1-MMP act inh	MsrA act	NRP1-CendR mod
- Cc1cc(C)c(C)c(S(=O)(=O)N2CCN(C(=O)c3ccncc3)CC2)c1C
→ 9	-6	7	-6	-0.1	-1.3	-2	-3	-9
- Cc1ccc(NC(=O)CN(C)C(=O)c2cccc(S(=O)(=O)NCc3ccccc3)c2)cc1
→ -5	-1	1	-6	-0.3	1.0	1	0	4
- COc1cccc(-c2c(C(=O)N/N=C/c3ccco3)nnn2-c2nonc2N)c1
→ 6	-7	5	4	-0.3	4.9*	-2	-6	4
- O=C(O)c1ccc([N+](=O)[O-])c2c1C(=O)c1ccccc1C2=O
→ 0	7	4	-5	-0.3	2.6	6	-3	7
- CCOC(=O)N1CCN(C(=O)C[C@@H]2C[C@@]3(C(=O)OCC)CCCC=C3N(CCc3ccc(OC)c(OC)c3)C2=O)CC1
→ -1	·	·	·	0.0	-1.1	5	·	-1
- O=S(=O)(NC1CC1)c1ccc(S(=O)(=O)N2CCCC3(CCCCC3)C2)cc1
→ -1	-1	10	-1	-0.1	-1.0	-3	-2	9
- CCNC(=S)N(CCN(CC)CC)Cc1cc2cc3c(cc2[nH]c1=O)OCO3
→ 0	-7	-102	-5	-0.2	2.8	-4	-4	-7
- CCN(CCCNC(=O)C1CCN(S(=O)(=O)c2cnc[nH]2)CC1)c1cccc(C)c1
→ -4	-28	17	-2	0.3	-0.6	-4	1	4
- COc1ccc(Cl)cc1NC(=O)CN(C)C(=O)c1ccc(C)s1
→ -1	22	-6	-8	0.1	0.7	4	3	-2
- CCOC(=O)N1CCN(C(=O)c2ccc3c(c2)N(C)C(=O)/C(=C\c2ccc(OCC)c(OC)c2)S3)CC1
→ 1	6	5	7	-0.3	2.1	-2	-10	4

(continued)
Results follow in this order: SKN-1 block	FAS-TE inh	PABP1 MLLE inh	E coli Lon inh	Tb MetRS inh	MsrA inh	MT1-MMP act inh	MsrA act	NRP1-CendR mod
- COc1ccccc1-n1cnc(N)c1C(=O)c1ccccc1
→ 8	-4	7	-9	-0.4	0.9	-6	-2	5
- Nc1[nH]c(C(=O)c2ccccc2)c(-c2ccc(F)cc2)c1C(=O)NCCc1c[nH]c2ccccc12
→ 7	21	·	-2	-0.9	0.5	9	-4	4
- CCn1c(SCC(=O)N2CCN(c3ccc(Cl)cc3)CC2)nc2ccccc2c1=O
→ -15	13	-118	-3	-0.1	1.3	-5	0	-2
- COc1ccccc1Oc1ccc(S(=O)(=O)N2CCCC2)cc1
→ 3	11	-1	2	0.8	·	0	0	-2
- CN(C(=O)c1cccc(NC(=O)Cc2cccc(NC(=O)C3CCCN(C(=O)c4ccccc4)C3)c2)c1)C1CC1 (stereo unspecified)
→ 2	-10	8	5	0.1	1.0	-1	-2	-5
- COc1ccc2c(c1)OC[C@H]1[C@H]2N2C(=O)CN(Cc3ccco3)C(=O)[C@@]2(C)[C@H]1c1ccccc1
→ 1	17	12	5	-0.4	-0.3	-1	-1	-5
- Cc1c(NC(=O)COC(=O)c2ccc(S(=O)(=O)N3CCOCC3)cc2)c(=O)n(-c2ccccc2)n1C
→ -7	-2	0	-10	0.2	2.5	0	-2	-5
- O=C(COC(=O)Cc1c(Cl)cccc1Cl)Nc1ccccc1-c1ccccc1
→ 2	26	-4	-1	-0.6	0.3	-3	-11	9
- CCCCn1c(N)c(N(CCOC)C(=O)COC(=O)/C=C/c2ccc(Br)cc2)c(=O)[nH]c1=O
→ -5	-18	-12	7	-0.1	0.3	-1	-2	23*
- O=C(CCN1C(=O)/C(=C/c2ccc(Cl)cc2)SC1=S)Nc1cccnc1
→ 22	3	21	-4	-0.6	0.8	6	-2	0

(further entries)
Results follow in this order: SKN-1 block	FAS-TE inh	PABP1 MLLE inh	E coli Lon inh	Tb MetRS inh	MsrA inh	MT1-MMP act inh	MsrA act	NRP1-CendR mod
- C[C@@H]1CN([C@@H](C)CO)C(=O)c2cccc(NS(=O)(=O)c3ccc(F)cc3)c2O[C@H]1CN(C)C(=O)NC1CCCCC1
→ 6	2	-12	-2	-0.4	-1.2	1	0	11
- CCOC(=O)c1[nH]c(C)c(C(=O)N(CC)CC)c1C
→ 10	-4	-8	-5	0.0	0.2	6	-2	0
- CCOC(=O)C1=C(COC(=O)CNC(=O)c2cccc(C)c2)NC(=O)NC1C (stereo unspecified)
→ -18	-5	-4	-3	-0.4	-0.8	0	-3	-5
- Cc1c(Br)ccc(NC(=O)COc2ccccc2C(N)=O)c1C
→ -8	1	-7	-3	0.8	0.3	1	-3	-1
- CN1C(=O)N(CC(=O)Nc2sccc2C(N)=O)C(=O)C12CCCCC2
→ 13	-6	-7	-26	0.0	-0.1	-3	-4	-24
- CC(C)NCC(O)COCCOc1ccc(Cl)cc1 (stereo unspecified)
→ -2	-7	-4	4	0.1	0.9	3	-3	13
- O=C(CC1C(=O)NCCN1C(=O)Nc1ccccc1)Nc1ccc(F)cc1 (stereo unspecified)
→ -8	-4	2	-5	0.6	0.3	4	-4	4

Compounds as they come. Share with any hit: about 4%.
